All columns: NCI-60 one-dose screen, growth in % after 48 h at 10 µM unless noted; 100 = growth as untreated, 0 = no growth, -100 = all killed.
HL-60(TB): HL-60(TB) leukemia cells; AID 1794776; 78,000 tested, 9% active; active = growth percent below 10
The depositor's hits bear a star; & = joins results of further samples; [ ] = another dose, or the depositor's remark.

compound,HL-60(TB)
COc1cnc2c(c1)C(=O)c1c-2n(CCCn2ccnc2)c(=O)c2cc(F)ccc12,-44.5*
O=C1Nc2ccc(Cl)cc2/C1=C/c1ccc(OCC(=O)c2ccc(Br)cc2)cc1,109.7
N#Cc1c(-c2cccs2)nc2c(c(-c3ccccc3)nn2-c2ccccc2)c1-c1ccc2c(c1)OCO2,115.2
CN1CCN(C(=O)Nc2cccc(-c3ccccc3)c2)CC1,101.8
COc1ccc(/C=C/C(=O)c2ccc(NC(=O)CSc3nnc(-c4ccc(-c5nc6ccc(Cl)cc6[nH]5)cc4)o3)cc2)cc1OC,114.7
Cc1ccc(-c2nn(-c3ccccc3)cc2/C=C2/CCc3ccccc3C2=O)cc1,97.1
CC(CCN(CC(=O)O)CC(=O)O)N(CC(=O)O)CC(=O)O (stereo unspecified),103.9
NC(=O)c1ccc(O)cc1,100.4
CC1(C)N=C(N)N=C(N)N1c1ccc(CCNS(=O)(=O)c2cccc(S(=O)(=O)F)c2)cc1,101.8
CSc1ncccc1C(=O)OCC(=O)Nc1oc(C)c2c(C)n[nH]c(=O)c12,98.2
CC1CCc2cc(F)cc3c(=O)c(C(=O)O)cn1c23 (stereo unspecified),107.3
CCCCc1ccc(C(Cl)(c2ccccc2)c2ccccc2)cc1,120.3
COc1ccc(NC(=O)COc2ccc(CC(=O)N3CCN(c4ccc(Cl)c(Cl)c4)CC3)cc2)cc1,86.3
O=C1CCC(NCCO)N1 (stereo unspecified),94.3
NS(=O)(=O)c1cccc(N/C=C/C(=O)c2ccccc2)c1,96.5
COc1ccc(Nc2ncc(Br)c(NCCCNC(=O)C3CCCC3)n2)cc1,17.0
Nc1c2c(nc3ccc(F)cc13)CC(c1ccc(Cl)cc1)CC2=O (stereo unspecified),93.5
COC(=O)c1nc(C)c(C)nc1N,85.8
CN1CCc2c(sc3nc4n(c(=O)c23)NC(=O)CC(=O)N4c2ccc(Cl)cc2)C1,98.6
CC(=O)N1N=C(c2ccc(Cl)cc2)CC1c1ccc(C)s1 (stereo unspecified),92.7
Cc1ccc(NCc2ccccc2)cc1,94.4
COc1cc(-c2nc(SC(C)C)nc(Nc3ccccc3Cl)c2C#N)cc(OC)c1OC,91.5
C=C1CC[C@@H]2[C@](C)(COC(C)=O)[C@H](OC(C)=O)CC[C@@]2(C)[C@@H]1CC(NCc1ccc(F)cc1)C1=CCOC1=O (stereo partly specified),-9.5*
CN1CCCc2ccccc21,101.3
CCCC(=O)Oc1ccc(/C(=C(\C)c2ccc(Cl)cc2)c2ccc(OCCN(CC)CC)cc2)cc1,-49.1*
CCC1(/C=N/NC(N)=S)NC(=O)NC1=O (stereo unspecified),110.9
COCCOCCOC(c1cc2c(cc1Br)OCO2)C(C)Br (stereo unspecified),105.0
C#CC1(OCC2CO2)CCCCC1 (stereo unspecified),106.8
N#C/C(=C\c1ccco1)c1nc(-c2ccco2)cs1,99.6
Clc1ccc2c(NCCCN3CCN(c4nc(-n5ccnc5)nc5ccccc45)CC3)ccnc2c1,52.7
CCCSc1nc(NC2CC2)c(C#N)c(-c2ccc(F)cc2)n1,99.1
O=C1C=CN2C(=O)CC=CC2[C@@H]1O (stereo partly specified),98.1
CCOC(=O)CCCCN(C)CCCCC(=O)OCC,99.7
CN(C)C=Nc1c(I)cc(I)c(CCC(=O)O)c1I,106.7
CNc1cc(N2CCC3(CC2)CN(c2cc(F)c(CN4CCC(C)(C)CC4)cc2F)CC(=O)N3)ncn1,87.5
CC(=O)O[C@H]1CC[C@@]2(C)C(=CC[C@@H]3[C@@H]2CC[C@]2(C)C(=O)N(O)C(=O)C[C@@H]32)C1,104.6
CC(NC(=O)C(Cl)(Cl)Cl)C(=O)O (stereo unspecified),96.0
Clc1cc2cc(-c3nc4ccccc4[nH]3)c(Cl)nc2cc1Cl,92.8
c1ccc2c(-c3nc(-c4ccsc4)cs3)c[nH]c2c1,99.7
O=C1Nc2ccccc2C1=O,91.7
CCCCN(CCCC)CC(CC)N(CCCC)CCCC (stereo unspecified),99.8
CN(C)CCC(=O)C1CC1,93.9
C[C@@H]1[C@H]2C[C@@H](C[C@H]1NC(=O)c1cc(-c3ccccc3)on1)C2(C)C,71.1
O=C(/C=C\c1ccco1)/C=C/c1ccco1,105.5
COC(=O)/C(=C\c1ccc(O)c(O)c1O)c1nc(C#N)c(NCCO)o1,84.4
COC(=O)CCC(CCC(=O)OC)(CCC(CCC(=O)OC)(CCC(=O)OC)[N+](=O)[O-])[N+](=O)[O-],95.9
O=c1oc2c3ccc4[nH]cccc4c3nc2c2ccccc12,83.8
COc1ccc(C(=O)/C=C/c2c(C(F)(F)F)nc3sccn23)cc1OC,-35.6*
Cc1nnc2n(-c3ccccc3)c(=O)c3cnn(-c4ccccc4)c3n12,79.9
C[C@@H](C[C@H](CCOC(=O)N(C)C)c1ccccc1)c1cc2ccccc2o1,84.8
O=[N+]([O-])c1ccc(C(Br)c2ccc([N+](=O)[O-])cc2)cc1,57.6
CC[N+](CC)(CC)CCOc1cccc(OCC[N+](CC)(CC)CC)c1OCC[N+](CC)(CC)CC,92.7
Cc1c(C)c(N)c(C)c(C)c1N,103.1
Cc1[nH]c2ccccc2c(=O)c1CNCc1ccccc1,73.2
CCCCCCCCOC(=O)c1ccccn1,119.3
N#Cc1ccc(Cl)cc1[N+](=O)[O-],85.2
Nc1cccc2nnccc12,104.4
O=C1c2cccc3c(-c4ccc5ncn(C6CCCCC6)c5c4)ccc(c23)C(=O)N1Cc1ccccc1,29.5
C[C@]12CCc3nc(-c4cccc(Oc5cccc(C(F)(F)F)n5)c4)sc3C1=CC[C@@H]1[C@@H]2CC[C@]2(C)/C(=N\NC(=O)c3ccncc3)CC[C@@H]12,97.3
COC(=O)C1CC(n2cc(-c3ccc4cc(OC)ccc4c3)nn2)CN1C(=O)c1cc(OC)c(OC)c(OC)c1 (stereo unspecified),101.8

(cont.)
compound,HL-60(TB)
COc1ccc(-c2nnc(Nc3c(C)cccc3C)o2)cc1,103.7
C[C@H](C(=O)NCc1ccc2c(c1)OCO2)C1CCN(C(=O)c2cc3ccccc3[nH]2)CC1,88.7
CC(=O)n1cc(-c2cc3cc(Cl)cc(Cl)c3oc2=O)c2ccccc21,97.5
Cc1cccc(Cc2nc3ccccc3[nH]2)c1,62.1
C/C1=C\CC2CC[C@@](C)(O)[C@@H](CC/C(C)=C/CC1)C2(C)C,104.7
N#C/C(=C\c1ccc(-c2cc(Cl)ccc2Cl)o1)c1ccccc1,98.2
CN1CCN(Cc2ccc(NC(=O)c3[nH]ncc3Nc3ccnc4ccnn34)cc2)CC1,45.5
O=C/C(=C/c1ccccc1)c1ccccc1,100.8&85.0
COc1ccc(C(=O)c2cc(OC)c3c(c2)OCO3)cc1O,13.4
C=CCn1cccc1CNc1ccc(OC)cc1,115.9
CCCCCCCCCCN=C(c1ccc(N(C)C)cc1)c1ccc(N(C)C)cc1,11.2
COc1ccc(Cn2cc3c(c2-c2ccccc2)CCc2cnc(=O)[nH]c2-3)cc1,61.9
C=CCn1c(C)nc2ccc(Nc3nc(-c4ccccc4)nc4ccccc34)cc21,77.2
O=C1NC(=O)/C(=C/N2N=C(c3ccc(Cl)cc3)CC2c2ccc(F)cc2)S1 (stereo unspecified),97.1
O=C(Nc1nc(-c2cccnc2)nc2c1sc(=S)n2-c1ccc(F)cc1)C(F)(F)F,80.4
N#CSCC1CC(O)(c2ccccc2)CC(c2ccc(F)cc2)O1 (stereo unspecified),-38.7*
CCS(=O)(=O)N1CCN(c2ccccc2)CC1,129.0
Cn1c(=O)c2c(nc(-c3cccc(OCCCCl)c3)n2C)n(C)c1=O,100.1
O=C(O)CCCCCNC(=O)OCc1ccccc1,102.6
COc1cc(OC)c(OC)cc1C=NNc1ncnc2ccccc12,98.8
Nc1ncc(-c2c(F)c(F)c(F)c(F)c2F)s1,107.9
Cc1cc(C(C)(CC(C)C)c2ccc(O)c(C)c2)ccc1O,106.5
Cc1cc(S(=O)(=O)Nc2nn(-c3ccccc3)c(=O)[nH]2)c(SCc2ccccc2)cc1Cl,87.1
COc1ccc(/C=N/N=C(/c2ccccc2)c2ccc3nc(-c4ccc(O)cc4)[nH]c3c2)cc1,32.5
COc1cc(/C=C/c2cc(C(F)(F)F)[nH]c(=O)n2)ccc1OCc1ccccc1F,31.2
Cc1ccc(S(=O)(=O)Nc2ccc(C3=NNC(c4cccc(F)c4)C3)cc2)cc1 (stereo unspecified),107.4
CCCCN1C(=O)c2cccc3cccc(c23)C1=O,97.5
COc1ccc(/C=C/C(=O)c2ccc(O)c(CN3CCN(c4cc5c(cc4F)c(=O)c(C(=O)O)cn5C4CC4)CC3)c2)cc1,0.4*
Cc1cc(C)c(C(=O)C[n+]2ccc3ccccc3c2)c(C)c1,71.4
CCN(CC)CCOC(=O)CC1CCCCC1,120.0
O=C(CCCCCCCC(=O)N1CCCCC1)N1CCCCC1,94.5
C[C@]12CC[C@@H]3c4ccc(Oc5nc(N6CC6)nc(N6CC6)n5)cc4CC[C@H]3[C@@H]1CCC2=O,-35.6*
COc1ccc(/C=C2/N=C3N(N=C(N)N3c3ccccc3)C2=O)cc1,96.3
CCOc1ccccc1N=C1NC(=O)CS1,95.9
O=C1c2cc(I)ccc2Oc2cc([N+](=O)[O-])ccc2N1c1ccc(F)cc1F,73.6
CC(=O)NC(C)=O,102.1
CCCCCCN1C[C@@H]2[C@H](C1)[C@@H]1C=C[C@H]2C1,59.5
CCN(CC)CCCC(Cc1ccccc1)Nc1c2ccc(Cl)cc2nc2ccc(OC)cc12 (stereo unspecified),19.5
Cc1nn(-c2ccccc2)c2nc3nc4c(c(N)c3c(-c3ccc(Cl)cc3)c12)CCC4,102.4
c1ccc(C2=NCCCO2)cc1,94.6

3 structures from above, sorted by SMILES length, ascending:
compound,HL-60(TB)
Cc1cc(C)c(C(=O)C[n+]2ccc3ccccc3c2)c(C)c1,71.4
CCN(CC)CCCC(Cc1ccccc1)Nc1c2ccc(Cl)cc2nc2ccc(OC)cc12 (stereo unspecified),19.5
C[C@]12CC[C@@H]3c4ccc(Oc5nc(N6CC6)nc(N6CC6)n5)cc4CC[C@H]3[C@@H]1CCC2=O,-35.6*

As entered above.
For HL-60(TB), `CN(C)C=Nc1c(I)cc(I)c(CCC(=O)O)c1I` has the entry 106.7
For HL-60(TB), `COc1ccc(-c2nnc(Nc3c(C)cccc3C)o2)cc1` has the entry 103.7
For HL-60(TB), `COc1ccc(Nc2ncc(Br)c(NCCCNC(=O)C3CCCC3)n2)cc1` has the entry 17.0
For HL-60(TB), `C[C@]12CCc3nc(-c4cccc(Oc5cccc(C(F)(F)F)n5)c4)sc3C1=CC[C@@H]1[C@@H]2CC[C@]2(C)/C(=N\NC(=O)c3ccncc3)CC[C@@H]12` has the entry 97.3
For HL-60(TB), `CN(C)CCC(=O)C1CC1` has the entry 93.9

Remaining list, next part:
compound,HL-60(TB)
N#Cc1nc(-c2ccccc2)oc1S(=O)(=O)N1CCN(c2ccc(F)cc2)CC1,28.1
CN(C)CSc1ccccc1,87.8
O=C(/C=C/c1ccc(Cl)s1)c1ccc(Cl)s1,110.9&118.8
O=C(Oc1cccc(F)c1OC(=O)c1cccc(O)c1)c1cccc(O)c1,30.2
Cc1ccc(-c2nc3nc(-c4ccc(Br)cc4)nc(N4CCCNCC4)c3o2)cc1,-47.3*
O=c1ccc2c(ccc3ncccc32)o1,88.8
CCCCCc1ccc(S(=O)(=O)Nc2cccc(-c3csc(NCCN4CCN(C)CC4)n3)c2)cc1,0.2*
COc1ccc(Nc2nnc(-c3cc(F)c(F)c(F)c3)o2)cc1,101.5
c1ccc(P2CCc3[nH]c4ccccc4c3C2)cc1 (stereo unspecified),109.1
N#Cc1ccc(NC(=O)NNC(=O)c2ccncc2)cc1,95.3
COc1ccc(-c2nn(-c3ccccc3)cc2/C=C/C(=O)c2cc3ccccc3oc2=O)cc1,120.5
O=c1oc2c(cnc3ccccc32)cc1-c1cccc([N+](=O)[O-])c1,99.4
NC(=S)n1cccn1,92.8
Cc1ccc(-c2cc(C(=O)O)c3ccccc3n2)c(C)c1,145.3
CCCCn1cnc2c(SCc3ccccc3)nc(N)nc21,68.7
COc1ccc(C(=O)c2cc3c(N)c(C(=O)Nc4cccc5ccccc45)sc3nc2C)cc1,-49.0*
COc1ccc(C(O)C2c3c(cc4c(c3OC)OCO4)CCN2C)c(CO)c1OC (stereo unspecified),83.3
C[C@]1(C(=O)O)CC2CCC1C2 (stereo partly specified),94.6
CCCCCCCCCc1nc(N)nc(N)n1,99.1
Oc1ccc2c(=S)cc(-c3ccc(Br)cc3)oc2c1O,-22.0*
C=C(C)[C@@H]1CC[C@]2(C(=O)N[C@@H](Cc3cc4ccccc4[nH]3)C(=O)OC)CC[C@]3(C)[C@H](CC[C@@H]4[C@@]5(C)CCC(=O)C(C)(C)[C@@H]5CC[C@]43C)[C@@H]12,23.1[100 µM]
CC(=O)C1CC1,90.5
O=C1c2cc(Cl)ccc2OC2CCON12 (stereo unspecified),138.0
COC(=O)C(Cc1ccc(O)c(O)c1)NC(=O)C(CSC/C=C(\C)CCCC(C)CCCC(C)CCCC(C)C)NC(C)=O (stereo unspecified),-22.9*
CCCCC1Nc2nc(SC)n(C)c(=O)c2CN(Cc2ccccc2)C1=O (stereo unspecified),111.0
C=CCSc1nnc(-c2ccc3nc(-c4ccccc4)[nH]c3c2)o1,101.2
CCOC(=O)C(CC)(C(=O)OCC)C(C)CC (stereo unspecified),98.8
CN1c2ccccc2C(=O)N(NC(=O)Nc2ccc(F)cc2)C1c1ccccc1 (stereo unspecified),99.5
Cc1ccc(S(N)(=O)=O)c(C)c1,102.3
COc1ccc(C2NC(=S)NC(C)=C2C(=O)OC(C)C)cc1OC (stereo unspecified),100.3
CC(=O)N1N=C(c2ccccc2)CC1c1nnc2n(Cc3ccccc3)c(=O)c3c4c(sc3n12)CCCC4 (stereo unspecified),22.5
CCCCCCC1=C(P(=O)(O)O)N[C@H](C(=O)OCC)CS1,86.9
O=C1CCN(CCCN2CCC(=O)N(Cc3ccccc3)C2=S)C(=S)N1Cc1ccccc1,86.6
Cc1ccc(NC2OC(=O)c3ccccc32)cc1 (stereo unspecified),85.9

An excerpt; the hit share may differ from the screen's.
